Source: PubChem (several laboratories)
Dynein cargo inh = blocks dynein driven cargo transport along microtubules | 3617.4 mouse cells, GR-EGFP nuclear translocation imaging; test concentration mostly 20 µM; stimulated with dexamethasone, 1 µM; hits give low values | z-score, hits read low | 0.47% of 220,000 active | AID 1381;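 active = plate z-score of nuclear minus cytoplasmic receptor signal below a set negative limit, without overly bright fluorescence or cell loss, cut at about -3.5 in these data, passing the limit was not always enough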;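 note: z-score of nuclear minus cytoplasmic ring GR-EGFP intensity difference per well; some compounds called inactive have numbers as strong as hits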
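Buffer or medium: tet-free, stripped-serum medium; reagent: dexamethasone at 1.0 µM final, 30 min; incubation: 48 h induction, 1 h compound, 30 min dex at 37 °C; measured by: formaldehyde fixation, Hoechst nuclear stain, 10x automated fluorescence imaging; read-out: nuclear-to-cytoplasmic GR-EGFP distribution per well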
P. falciparum M17LAP = P. falciparum M17LAP inhibitors, primary screen, biochemical, fluorogenic H-Leu-NHMec substrate, 1536-well (AID 1619). recombinant M17LAP, H-Leu-NHMec fluorogenic kinetic assay; higher % means a stronger effect. one-dose inhibition, % at 30 µM; IC50 in µM for titrated hits. 0.38% of 220,000 active;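 active = compound inhibiting the enzyme by more than half at any dose during confirmatory dose-response retesting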;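 note: plate controls were full reaction with DMSO carrier for no effect and no enzyme background for full effect; strong numbers were not always called active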
P. falciparum M1AAP = malaria alanyl aminopeptidase activity blockers – biochemical, fluorogenic H-Leu-NHMec substrate, 1536-well (AID 1445); recombinant M1AAP, H-Leu-NHMec fluorogenic kinetic assay; higher % means a stronger effect; inhibition, % at 30 µM, or IC50 in µM where a hit was titrated; 0.42% of 220,000 active;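 active = primary inhibition above the hit cutoff, then over 50% inhibition at one or more dose response concentrations, cut at about 23% in these data, passing the limit was not always enough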;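 note: plate controls were DMSO full reaction for no effect and no enzyme background for full effect; strong numbers were not always called active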
ER stress rescue = protection against thapsigargin-triggered cell killing – 384-well, CSM14.1, ATP luminescence, primary screen (AID 1222) | CSM14.1 thapsigargin-induced death rescue, ATP luminescence; higher % means a stronger effect | one-dose cellular ATP content (survival), % at 20 µM; EC50 in µM for titrated hits | 190,000 tested, under 10 active;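 active = EC50 below 50 µM in the dose-response confirmation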;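 note: death triggered by thapsigargin at about 15 µM added after 2 h compound pretreatment; cell ATP read after overnight thapsigargin exposure of roughly 18 to 22 hours; normalized against plate controls of thapsigargin alone and 5% DMSO vehicle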
Yfh1-depleted yeast = mitochondrial function rescue without frataxin homolog – Friedreich's ataxia, plus single-dose screen, dose response (AID 1465); S. cerevisiae Yfh1-off respiration, WST-1 reduction, 72 h; higher fold induction means a stronger effect; fold induction at 50 µM; hits with a dose series show EC50 in µM; 0.074% of 220,000 active;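 active = fold induction of absorbance versus untreated yeast above a set limit, then at least 30% activation at any dose in follow-up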;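 note: activators that raise dye reduction in frataxin-depleted yeast; strong numbers were not always called active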
Ins promoter up = MIN6 insulin promoter up-regulation | MIN6 insulin promoter-GFP reporter, high-content imaging; hits give high values | z-score at 5 µM | 0.3% of 190,000 active;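 active = z-score above 3 at 5 µM with at least 500 cells counted in the well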
Autophagy mod = autophagy modulation, high-content screen. AID 463193. MEF GFP-LC3 puncta imaging; test concentration mostly 10 µM. 0.98% of 190,000 active. calls only at 10 µM (by protocol);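 active = percentage of spot-positive cells more than 3 SD above its plate mean, without a fluorescence outlier flag or 80% toxicity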;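 note: spot-positive cell cutoff set from DMSO-treated cells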
MT stabilizer = microtubule stabilizers in HeLa cells; HeLa tubulin immunostaining HCS, 24 h; share of cells brighter than vehicle mean+2SD; 0.83% of 200,000 active; % tubulin-high responders, % at 10 µM;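 active = plate Z-score above 3 for both tubulin-high and condensed-nucleus cell shares, with cell loss under 80%, at 10 µM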;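 note: anti alpha tubulin signal scored within the nucleus-defined area of each cell; some results filed as inactive read as strong as hits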
Lipid droplet = hepatic lipid droplet formation modulation. AML12 mouse hepatocytes, oleate lipid droplets, BODIPY imaging. inhibition, % at 6.5 µM. 0.4% of 240,000 active. AID 1656;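 active = lipid droplet intensity inhibited by at least 50%, with more than 500 cells counted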
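Assay system: AML12 mouse liver cells | Compound: 6.5 µM single-point dosing | Schedule: Overnight exposure | Technique: Fluorescence imaging, 20x objective, two fields per well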
Dynein cargo inh cytoplasmic EGFP = further read-out of Dynein cargo inh, marked with its call; z-score; measured here: cytoplasmic GR-EGFP intensity; hits give high values
Dynein cargo inh nuclear GR-EGFP = also measured in Dynein cargo inh; calls as there; z-score; measured here: nuclear GR-EGFP intensity;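 lower value marks the stronger effect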
Dynein cargo inh cell count = recorded beside Dynein cargo inh, whose call it bears; z-score; measured here: cell count per field
Ins promoter up cell count = recorded beside Ins promoter up, whose call it bears; cell count; measured here: cytotoxicity, nuclei count;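 total cells summed across four imaged fields per well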
Lipid droplet cells 6.5 µM = recorded beside Lipid droplet, whose call it bears; cell count; measured here: cell count, cytotoxicity flag;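 cells counted across two imaged fields per well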
MT stabilizer Hoechst-high % = further read-out of MT stabilizer, marked with its call; % Hoechst-high responders; measured here: nuclear condensation Hoechst responders;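 share of cells brighter than vehicle mean plus two SD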
MT stabilizer cytotoxicity % = also measured in MT stabilizer; calls as there; toxicity, %; measured here: cytotoxicity by cell density;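 0% = mean cell density of plate MIN control wells and 100% = no cells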
Autophagy mod cell loss 18 h = further read-out of Autophagy mod, marked with its call; toxicity, %; measured here: cell loss, nuclei count;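 cell loss after 18 h compound exposure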
* = called active by the depositor.

For O=C(Nc1ccc2c(c1)OCO2)c1ccc(Cl)nc1 the results were Dynein cargo inh 0.564, P. falciparum M17LAP 6.8%, P. falciparum M1AAP 14.1%, ER stress rescue -0.5%, Yfh1-depleted yeast inactive, Ins promoter up 0.58, Autophagy mod inactive, MT stabilizer 0.9, Lipid droplet 4.5, Dynein cargo inh cytoplasmic EGFP -0.288, Dynein cargo inh nuclear GR-EGFP -0.0627, Dynein cargo inh cell count 0.242, Ins promoter up cell count 933, Lipid droplet cells 6.5 µM 711, MT stabilizer Hoechst-high % 2.2, MT stabilizer cytotoxicity % 16.7 and Autophagy mod cell loss 18 h 2.5.
Screening C=CCn1c(COc2ccc(Cl)cc2)nnc1SCC(=O)NCC(=O)OCC returned Dynein cargo inh 0.682, P. falciparum M17LAP 15.6%, P. falciparum M1AAP 2.4%, ER stress rescue -0.3%, Yfh1-depleted yeast inactive, Ins promoter up -0.05, Autophagy mod inactive, MT stabilizer 3.8, Dynein cargo inh cytoplasmic EGFP -0.188, Dynein cargo inh nuclear GR-EGFP 0.712, Dynein cargo inh cell count -1.24, Ins promoter up cell count 1080, MT stabilizer Hoechst-high % 3.6, MT stabilizer cytotoxicity % 7.9 and Autophagy mod cell loss 18 h -3.5.
For CCCCN1CNC(=S)N(CCc2ccccc2)C1 the results were Dynein cargo inh -0.403, P. falciparum M17LAP -5.2%, P. falciparum M1AAP 2.1%, ER stress rescue 1.8%, Yfh1-depleted yeast inactive, Ins promoter up -0.39, Autophagy mod inactive, MT stabilizer 5.1, Lipid droplet 12.9, Dynein cargo inh cytoplasmic EGFP -0.227, Dynein cargo inh nuclear GR-EGFP -0.467, Dynein cargo inh cell count 0.467, Ins promoter up cell count 1460, Lipid droplet cells 6.5 µM 638, MT stabilizer Hoechst-high % 3.7, MT stabilizer cytotoxicity % 5.2 and Autophagy mod cell loss 18 h 9.5.
`CCN(c1ccccc1)S(=O)(=O)c1cc([N+](=O)[O-])ccc1N` gave Dynein cargo inh -0.164, P. falciparum M17LAP -5.3%, P. falciparum M1AAP 10.3%, ER stress rescue -1.0%, Yfh1-depleted yeast inactive, Ins promoter up 0.18, Autophagy mod inactive, MT stabilizer 1.3, Lipid droplet -20.4, Dynein cargo inh cytoplasmic EGFP -0.155, Dynein cargo inh nuclear GR-EGFP -0.157, Dynein cargo inh cell count -0.257, Ins promoter up cell count 1498, Lipid droplet cells 6.5 µM 675, MT stabilizer Hoechst-high % 2.1, MT stabilizer cytotoxicity % 3.3 and Autophagy mod cell loss 18 h -6.3.
`COc1ccc(C(=O)Nc2sc3c(c2C(=O)O)CC(C)(C)OC3)cc1` gave Dynein cargo inh -1.71, P. falciparum M17LAP 46.4%, P. falciparum M1AAP 6.4%, ER stress rescue 3.2%, Yfh1-depleted yeast inactive, Ins promoter up -0.23, Autophagy mod inactive, MT stabilizer 2.7, Lipid droplet 15.3, Dynein cargo inh cytoplasmic EGFP 2.61, Dynein cargo inh nuclear GR-EGFP 0.00018, Dynein cargo inh cell count 1.27, Ins promoter up cell count 1133, Lipid droplet cells 6.5 µM 663, MT stabilizer Hoechst-high % 2.5, MT stabilizer cytotoxicity % 7.5 and Autophagy mod cell loss 18 h 8.1.
Screening CCOC(=O)CCCSc1nc2sc(C)c(C)c2c(=O)[nH]1 returned Dynein cargo inh -1.07, P. falciparum M17LAP 7.2%, P. falciparum M1AAP 6.0%, ER stress rescue -4.6%, Yfh1-depleted yeast inactive, Ins promoter up 2.62, Autophagy mod inactive, MT stabilizer 2.8, Lipid droplet -0.8, Dynein cargo inh cytoplasmic EGFP -0.184, Dynein cargo inh nuclear GR-EGFP -0.467, Dynein cargo inh cell count 0.209, Ins promoter up cell count 1524, Lipid droplet cells 6.5 µM 692, MT stabilizer Hoechst-high % 2.3, MT stabilizer cytotoxicity % 4.0 and Autophagy mod cell loss 18 h -12.2.
`CCN1CCCC1CNC(=O)c1ccc(Sc2ccc(F)cc2)c([N+](=O)[O-])c1` (centres undefined) gave Dynein cargo inh -0.891, P. falciparum M17LAP -1.3%, P. falciparum M1AAP 12.1%, ER stress rescue -3.0%, Yfh1-depleted yeast inactive, Autophagy mod inactive, MT stabilizer 3.3, Lipid droplet 11.1, Dynein cargo inh cytoplasmic EGFP -0.298, Dynein cargo inh nuclear GR-EGFP -0.432, Dynein cargo inh cell count 0.14, Lipid droplet cells 6.5 µM 657, MT stabilizer Hoechst-high % 3.4, MT stabilizer cytotoxicity % 7.2 and Autophagy mod cell loss 18 h 1.7.
Cn1nc(C(F)(F)F)c(CO)c1Sc1ccc(F)cc1 was read as Dynein cargo inh 1.76, P. falciparum M17LAP 0.5%, P. falciparum M1AAP 1.5%, ER stress rescue -1.1%, Yfh1-depleted yeast inactive, Ins promoter up -0.37, Autophagy mod inactive, MT stabilizer 4.6, Lipid droplet -31.8, Dynein cargo inh cytoplasmic EGFP 0.113, Dynein cargo inh nuclear GR-EGFP 1.91, Dynein cargo inh cell count -2.76, Ins promoter up cell count 1520, Lipid droplet cells 6.5 µM 562, MT stabilizer Hoechst-high % 1.9, MT stabilizer cytotoxicity % 6.3 and Autophagy mod cell loss 18 h 7.9.
For COC(=O)c1ccc(N2C(=O)Nc3ccccc3N2O)cc1 the results were Dynein cargo inh 2.81, P. falciparum M17LAP 1.1%, P. falciparum M1AAP -3.2%, ER stress rescue -0.9%, Yfh1-depleted yeast inactive, Ins promoter up 0.18, Autophagy mod inactive, MT stabilizer 3.6, Lipid droplet -0.1, Dynein cargo inh cytoplasmic EGFP -0.167, Dynein cargo inh nuclear GR-EGFP 1.66, Dynein cargo inh cell count -1.38, Ins promoter up cell count 1480, Lipid droplet cells 6.5 µM 585, MT stabilizer Hoechst-high % 0.7, MT stabilizer cytotoxicity % 6.1 and Autophagy mod cell loss 18 h -27.2.
`N/C(=N/OCC(=O)Nc1cccc2ccccc12)c1nonc1N` gave Dynein cargo inh -0.485, P. falciparum M17LAP -0.3%, P. falciparum M1AAP -11.1%, ER stress rescue -1.5%, Yfh1-depleted yeast inactive, Ins promoter up -0.37, Autophagy mod inactive, MT stabilizer 2.5, Dynein cargo inh cytoplasmic EGFP -0.17, Dynein cargo inh nuclear GR-EGFP -0.333, Dynein cargo inh cell count 0.664, Ins promoter up cell count 1511, MT stabilizer Hoechst-high % 1.8, MT stabilizer cytotoxicity % 7.7 and Autophagy mod cell loss 18 h 26.9.
CCOC(=O)c1cnn(-c2nc(-c3cccc(F)c3)cs2)c1C(F)(F)F was read as Dynein cargo inh -0.218, P. falciparum M17LAP 6.9%, P. falciparum M1AAP -4.6%, ER stress rescue -3.2%, Yfh1-depleted yeast inactive, Autophagy mod inactive, MT stabilizer 1.1, Dynein cargo inh cytoplasmic EGFP -0.24, Dynein cargo inh nuclear GR-EGFP -0.419, Dynein cargo inh cell count -0.0441, MT stabilizer Hoechst-high % 2.5, MT stabilizer cytotoxicity % 9.4 and Autophagy mod cell loss 18 h -7.0.
Screening CCCC(C)C(=O)NCc1ccccc1OC (centres undefined) returned Dynein cargo inh -0.0979, P. falciparum M17LAP -0.9%, P. falciparum M1AAP 5.8%, ER stress rescue 2.2%, Yfh1-depleted yeast inactive, Ins promoter up 0.56, Autophagy mod inactive, MT stabilizer 2.0, Dynein cargo inh cytoplasmic EGFP -0.14, Dynein cargo inh nuclear GR-EGFP 0.209, Dynein cargo inh cell count -0.89, Ins promoter up cell count 1213, MT stabilizer Hoechst-high % 1.6, MT stabilizer cytotoxicity % 4.5 and Autophagy mod cell loss 18 h -2.0.
Screening Cc1nc(-c2cccc(S(=O)(=O)N3CCCC(C)C3)c2)cs1 (centres undefined) returned Dynein cargo inh -0.71, P. falciparum M17LAP -6.7%, P. falciparum M1AAP -4.8%, ER stress rescue -2.4%, Yfh1-depleted yeast inactive, Ins promoter up -0.98, Autophagy mod inactive, MT stabilizer 2.4, Dynein cargo inh cytoplasmic EGFP -0.493, Dynein cargo inh nuclear GR-EGFP -0.138, Dynein cargo inh cell count 0.35, Ins promoter up cell count 1542, MT stabilizer Hoechst-high % 1.6, MT stabilizer cytotoxicity % 11.5 and Autophagy mod cell loss 18 h 10.1.
Screening COc1cccc(NC(=O)COC(=O)COc2ccccc2[N+](=O)[O-])c1 returned Dynein cargo inh -0.0509, P. falciparum M17LAP 13.8%, P. falciparum M1AAP 7.8%, ER stress rescue -1.9%, Yfh1-depleted yeast inactive, Ins promoter up 0.03, Autophagy mod inactive, MT stabilizer 3.5, Lipid droplet 2.9, Dynein cargo inh cytoplasmic EGFP 0.362, Dynein cargo inh nuclear GR-EGFP 0.728, Dynein cargo inh cell count -0.294, Ins promoter up cell count 1260, Lipid droplet cells 6.5 µM 590, MT stabilizer Hoechst-high % 1.3, MT stabilizer cytotoxicity % 1.4 and Autophagy mod cell loss 18 h 2.0.
Screening CCOC(=O)c1cn2ccc(C)cc2n1 returned Dynein cargo inh 0.459, P. falciparum M17LAP -11.9%, P. falciparum M1AAP -4.9%, ER stress rescue -0.6%, Yfh1-depleted yeast inactive, Ins promoter up -0.01, Autophagy mod inactive, MT stabilizer 3.7, Lipid droplet -0.5, Dynein cargo inh cytoplasmic EGFP -0.266, Dynein cargo inh nuclear GR-EGFP 0.49, Dynein cargo inh cell count 0.394, Ins promoter up cell count 1668, Lipid droplet cells 6.5 µM 725, MT stabilizer Hoechst-high % 1.2, MT stabilizer cytotoxicity % 9.7 and Autophagy mod cell loss 18 h -12.7.
